Screens (PubChem BioAssay)
G9a block = qHTS Assay for Inhibitors of Histone Lysine Methyltransferase G9a | Potency, µM (titrated, usually from 102 µM), without a hit: at the top dose activity, negative = inhibition, most hits filed as inhibitors | G9a H3K9 monomethylation, AlphaScreen, 2 h | AID 504332, 2011 | hit rate 8.8% among 350,000; note: % is set by controls: 0 for no effect and ±100 for the full control effect; nearly all actives have a fitted effect of over 75% in size
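G9a (20 nM) was preincubated 15 min with compound, then reacted 2 h at room temperature with 500 nM biotin-H3K9 peptide and 20 µM SAM. Monomethyl-H3K9 detected by AlphaScreen using anti-H3K9me1 antibody.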
PGK inhibitor = qHTS Assay to Find Inhibitors of Phosphoglycerate Kinase | Phosphoglycerate kinase, glycosomal (Trypanosoma brucei brucei), P07378 | PGK/GAPDH coupled, Kinase-Glo luminescence, 60 min | Potency, µM (titrated, usually from 57.5 µM), for inactives: top-dose activity change, negative = inhibition, usual class: inhibitors | hit rate 0.043% among 380,000 | AID 602233, 2012; note: % is set by controls: 0 for no effect and ±100 for the full control effect; nearly all actives have a fitted effect of over 60% in size
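Recombinant glycosomal PGK reaction used 1,3-bisphosphoglycerate generated in-well by GAPDH (100nM final) in 100mM TEA pH 7.6, 5mM MgCl2, 0.01% Tween-20. After 60 minutes at room temperature, ATP was read by Kinase-Glo Plus luminescence end-point.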
GLS inhibitor = qHTS for Inhibitors of Glutaminase (GLS) | Glutaminase kidney isoform, mitochondrial (Homo sapiens), O94925 | GLS enzymatic activity, qHTS titration | Potency, µM (top dose mostly 45.5 µM), without a hit: at the top dose activity change, negative = inhibition, most hits filed as inhibitors | hit rate 0.21% among 410,000; note: % is set by controls: 0 for no effect and ±100 for the full control effect
Target sequence (O94925 whole entry, looked up, canonical isoform): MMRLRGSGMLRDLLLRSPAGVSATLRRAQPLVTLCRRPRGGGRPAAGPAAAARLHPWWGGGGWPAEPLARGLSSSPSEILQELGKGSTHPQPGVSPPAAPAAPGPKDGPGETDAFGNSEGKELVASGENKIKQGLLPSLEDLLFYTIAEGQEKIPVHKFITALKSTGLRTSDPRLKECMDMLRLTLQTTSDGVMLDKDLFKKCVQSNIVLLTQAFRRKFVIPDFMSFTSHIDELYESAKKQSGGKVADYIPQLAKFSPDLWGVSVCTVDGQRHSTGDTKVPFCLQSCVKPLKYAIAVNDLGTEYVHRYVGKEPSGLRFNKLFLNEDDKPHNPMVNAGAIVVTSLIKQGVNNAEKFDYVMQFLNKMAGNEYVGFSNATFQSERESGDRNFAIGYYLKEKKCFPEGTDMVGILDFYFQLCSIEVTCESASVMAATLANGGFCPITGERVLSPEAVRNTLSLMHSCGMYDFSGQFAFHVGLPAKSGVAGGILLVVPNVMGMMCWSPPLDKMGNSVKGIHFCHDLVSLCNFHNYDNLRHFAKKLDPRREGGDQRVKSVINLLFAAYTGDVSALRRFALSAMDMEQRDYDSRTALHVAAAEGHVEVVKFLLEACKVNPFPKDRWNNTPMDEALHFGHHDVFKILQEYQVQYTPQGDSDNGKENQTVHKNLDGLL
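hKGA in 45 mM KH2PO4 (pH 8.2), 0.02% Tween-20 with compound, then 1mM L-Glutamine (stock as added) plus glutamate oxidase/HRP/Amplex red coupling mix. Fluorescence read initially and after 30 min at RT; signal change reflects glutamate formation.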
JMJD2A Tudor = qHTS Assay for Inhibitors of JMJD2A-Tudor Domain; Lysine-specific demethylase 4A (Homo sapiens), O75164; AlphaScreen JMJD2A-Tudor / H3K4me3 peptide binding; Potency, µM (doses to about 114 µM), inactives show at the top dose activity change, negative = inhibition, most hits filed as inhibitors; hit rate 4.4% among 390,000; AID 504339, 2011; note: % is set by controls: 0 for no effect and ±100 for the full control effect; nearly all actives have a fitted effect of over 50% in size
BAZ2B block = qHTS Assay for Inhibitors of BAZ2B | Bromodomain adjacent to zinc finger domain protein 2B (Homo sapiens), Q9UIF8 | AlphaScreen BAZ2B-H3K14Ac peptide displacement | Potency, µM (doses to about 114 µM), for inactives: top-dose activity change, negative = inhibition, hits mostly inhibitors | hit rate 4.4% among 360,000; note: % is set by controls: 0 for no effect and ±100 for the full control effect; nearly all actives have a fitted effect of over 60% in size
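AlphaScreen luminescence quantifies BAZ2B engagement of H3K14Ac peptide; the protein and biotinylated peptide are both at 50 nM final, buffer PBS pH 7.4 with 0.01% Tween-20, all steps at room temperature.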
HP1b binding inh = HTS for Inhibitors of HP1-beta Chromodomain Interactions with Methylated Histone Tails. hit rate 0.56% among 390,000. Potency, µM (highest dose often 114 µM), inactives show top-dose activity change, negative = inhibition, actives largely listed as inhibitors. Chromobox protein homolog 1 (Homo sapiens), P83916. AlphaScreen HP1-beta / biotin-H3K9me3 peptide binding; note: nearly all actives have a fitted effect of over 70% in size; inactives centre near 23
Target sequence (P83916 whole entry, looked up): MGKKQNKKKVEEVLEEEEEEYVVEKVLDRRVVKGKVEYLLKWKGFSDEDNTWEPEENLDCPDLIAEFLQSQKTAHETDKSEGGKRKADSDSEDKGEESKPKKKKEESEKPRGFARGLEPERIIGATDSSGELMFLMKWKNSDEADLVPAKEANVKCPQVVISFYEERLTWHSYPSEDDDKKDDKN
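HP1-beta protein (50 nM final) preincubated 30 min at room temperature with biotinylated H3(1-18)K9me3 peptide (50 nM) in PBS pH 7.4, 0.01% Tween-20, then compound added for 30 min. AlphaScreen streptavidin donor/nickel chelate acceptor beads (10 ug/mL final), 30 min dark, luminescence read.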
Pin1 inhibitor = qHTS Assay to Find Inhibitors of Pin1; AID 504891, 2011; Peptidyl-prolyl cis-trans isomerase NIMA-interacting 1 (Homo sapiens), Q13526; Potency, µM (titrated, usually from 115 µM), without a hit: top-dose activity, negative = inhibition, actives largely listed as inhibitors; Pin1 FP peptide displacement, HiFluor488, 10 min; hit rate 0.009% among 390,000; active = well fitted inhibition curve with a large enough effect in the polarisation, with a control signal flat, not every such curve was filed as active; inconclusive = small, poorly fitted or top-dose-only effect, or effect the other way, or a change in a side signal; inactive = no such curve, though single readings can be large or run the other way; the % refers to the polarisation; note: % is set by controls: 0 for no effect and ±100 for the full control effect
Target sequence (Q13526 whole entry, looked up): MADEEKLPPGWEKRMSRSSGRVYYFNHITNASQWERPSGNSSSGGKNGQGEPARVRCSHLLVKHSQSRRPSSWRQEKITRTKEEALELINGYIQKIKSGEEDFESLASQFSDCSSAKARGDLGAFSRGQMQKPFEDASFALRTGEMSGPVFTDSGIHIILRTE
Pol iota inh = qHTS for Inhibitors of Polymerase Iota. DNA polymerase iota (Homo sapiens), Q9UNA4. Pol iota fluorescent replication assay, 10 min. Potency, µM (doses to about 115 µM), without a hit: at the top dose activity, negative = inhibition, actives largely listed as inhibitors. hit rate 1% among 390,000. AID 588590, 2011
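Pol iota at 10 nM preincubated 15 min with compounds at room temperature; reaction started with fluorescent substrate, 50 nM final. Fluorescence read kinetically at 0 and 10 min; buffer-only wells as negative control.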
BLM inh = qHTS Assay for Inhibitors of Bloom's syndrome helicase (BLM). RecQ-like DNA helicase BLM (Homo sapiens), P54132. recombinant BLM DNA unwinding, fluorescence dequenching. Potency, µM (series often up to 56.1 µM), inactives show at the highest dose activity change, negative = inhibition, most hits filed as inhibitors. hit rate 0.2% among 350,000. AID 2528, 2010;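 note: plate controls were vehicle for no effect and no enzyme for full effect; nearly all actives have a fitted effect of over 35% in size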
* marks the source's active call; other numbers are inactive results; i = inactive; ? = inconclusive; / = not tested or not shown; [ ] = another dose, or the depositor's remark. Unless noted, calls come from the whole dose curve; as a rule, active = well fitted curve in the direction sought with a large enough effect; inconclusive = small, poorly fitted or top-dose-only effect, or another doubt; inactive = no such curve, though single readings can be large; an effect the other way counts as inactive or inconclusive. Potency is the fitted concentration of half-maximal effect. The list is partial. The share of hits here may be higher or lower than overall.

SMILES	G9a block	PGK inhibitor	GLS inhibitor	JMJD2A Tudor	BAZ2B block	HP1b binding inh	Pin1 inhibitor	Pol iota inh	BLM inh
C=CCN=C1SCC(=O)N1S(=O)(=O)c1ccccc1	-32%	-3%	16%	-3%	-22%	25%	?	28%	-1%
COc1ccc(/C=C2\SC(=O)N(CCNC(=O)Cn3[nH]c(=O)c4ccccc4c3=O)C2=O)cc1	/	-4%	-23%	-20%	/	-21%	32%[activator]	-4%	/
CCOC(=O)C1CCN(C2=C(NS(=O)(=O)c3ccc(Cl)cc3)C(=O)c3ccccc3C2=O)CC1	4.5µM*	-8%	34%[activator]	11µM*	8.9µM*	?	?	-3%	-13%
CCOc1ccc(OCc2cccc(C(=O)O)c2)cc1	?	-25%	-11%	-19%	15%	19%	-2%	-11%	0%
O=C(/C=C/c1ccc2c(c1)OCO2)Nc1ccc(Cl)cn1	11%	1%	3%	-7%	/	29%	-2%	69%[activator]	-1%
O=C1/C(=C/c2cccs2)CCC/C1=C\c1cccs1	14%	-14%	4%	?	5.6µM*	?	58%[activator]	51%[activator]	-5%
C/C(=N/NC(=O)CNC(=O)c1cccnc1)c1ccco1	21%	-4%	8%	-9%	-3%	2%	-3%	39%[activator]	0%
COc1cc(CN2CCCCC2C(=O)Nc2ccc(Oc3ccccc3)nc2)ccc1O (configuration not stated)	5.6µM*	-7%	11%	-28%	-18%	18%	1%	-21%	-2%
O=C(NCC(c1cccnc1)N1CCN(c2ccc(F)cc2)CC1)c1cccc(Cl)c1 (configuration not stated)	8%	7%	2%	-29%	-32%	22%	4%	0%	-4%
O=C(Nc1ccc(Cl)cc1)N1CCC(CO)(Cc2ccccc2)CC1	9%	-2%	-9%	-13%	2%	23%	-2%	-2%	-6%
Cc1ccc(-c2c(C(=O)NCCc3ccccc3)oc(=O)c3ccccc23)cc1	9%[59 µM]	-8%	-4%	-5%	/	39%	26%	10%	-9%
COC(=O)C(C)(C(=O)OC)c1ccccc1[N+](=O)[O-]	-8%[59 µM]	5%	3%	-9%	-25%	46%[activator]	1%	16%	1%
O=C1CC(c2ccc(F)cc2F)c2cc3c(cc2N1)OCO3 (configuration not stated)	-32%[59 µM]	3%	-15%	-16%	2%	39%	1%	-7%	2%
O=C(CSc1nnnn1C1CCCCC1)N1CCc2ccccc21	-1%[12.7 µM]	-7%	-4%	-6%	7%	24%	-1%	2%	-3%
CCOC(=O)c1nc(C(=O)NCc2ccc(C)cc2)nc2ccccc12	/	-6%	3%	-30%	/	11%	0%	19%	/
CCN(CC)c1ccc(NC(=O)c2cnc3c(-c4ccccc4)c(C)nn3c2C)c(C)c1	?	-5%	-12%	-25%	-23%	18%	10%	-9%	1%
CC(=O)c1ccc2c(c1)OCCOCCOCCOCCO2	10%	5%	5%	-4%	-3%	36%	2%	-13%	-1%
c1cnc2ccc(C(c3nnnn3C3CCCC3)N3CCN4CCCC4C3)cc2c1 (configuration not stated)	-4%[12.7 µM]	-10%	17%	2%[57.1 µM]	-1%	39%[activator]	-4%	341%[activator]	-1%
CC1(C)Oc2ccc3ccc(=O)oc3c2/C(=N/O)C1=O	?	-4%	5%	12%	3%	48%[activator]	-1%	10%	-4%
N#CCSc1nc(-c2ccccc2)cs1	-23%[59 µM]	4%	0%	5%	32%	49%	-5%	18%	-3%
COc1cc(Cl)c(NC(=O)CC(C)S(=O)(=O)c2cc3c(cc2C)NC(=O)CO3)c(OC)c1 (configuration not stated)	-34%[59 µM]	5%	0%	-10%	-12%	16%	1%	13%	1%
CC(C)(C)C(=O)COC(=O)c1cc(S(=O)(=O)N2CCCCC2)ccc1N1CCOCC1	0%	-3%	1%	-20%	2%	7%	-1%	17%	/
COC(=O)C1C(=O)NCC1c1ccc(OC)cc1 (configuration not stated)	34%[59 µM]	-1%	-4%	8%	3%	24%	-4%	36%[activator]	-1%
Cc1ccc(NS(=O)(=O)c2c(F)cc(F)c(Cl)c2F)cc1S(=O)(=O)N1CCOCC1	/	i	4%	-14%	/	55%[activator]	-5%	-13%	/
Cc1ccc(-c2csc(Nc3ccc(C(=O)O)cc3)[n+]2Cc2ccccc2)cc1	15%	-4%	11%	40µM*	-38%	-26%	3%	?	-3%
O=C(NCC(=O)N1CCCCC1)c1ccc(Cl)cc1Cl	-10%[12.7 µM]	6%	13%	-3%	9%	14%	-9%	-7%	-1%
COc1ccc2c(c1)c1ncn(Cc3ccc(F)cc3)c(=O)c1n2C	22%[59 µM]	-2%	0%	5%	-1%	41%[activator]	-1%	156%[activator]	-2%
Cc1cc(=O)oc2cc(NC(=O)C(C)Oc3ccc(F)cc3)ccc12 (configuration not stated)	45µM*	-10%	0%	-19%	6%	10%	-9%	16%	/
COC(=O)[C@@H](Cc1ccccc1)NC(=O)NCCc1c[nH]c2ccccc12	14%[2.33 µM]	-1%	-9%	-30%	-16%	-3%	2%	31%[activator]	-4%
CSCC[C@H](NS(=O)(=O)c1ccc(C(C)=O)cc1)c1nnc2ccccn12	45µM*	-16%	-12%	0%	56µM*	46%[activator]	-4%	-21%	-15%
Cc1nc(NCc2ccccc2)[nH]c(=O)c1CCC(C)C	?	-9%	-2%	-20%	-4%	33%	-1%	-15%[58.9 µM]	-1%
O=C(NCc1ccccc1)c1nnc(CS(=O)(=O)c2ccccc2)o1	8%	-9%	1%	-6%	-2%	30%	32%[activator]	-5%	2%
COc1ccc(CN(CCC(C)C)S(=O)(=O)c2ccccc2Br)cc1	/	6%	4%	65%[activator]	/	120%[activator]	?	2%	/
COc1cccc(C(=O)Nc2cccc(C(=O)OCc3cc(=O)n4nc(C5CC5)sc4n3)c2)c1	-1%[59 µM]	3%	6%	-17%	-10%	26%	-4%	-1%	-5%
O=S(=O)(NCc1cc(-c2ccc(Cl)cc2)no1)c1ccccc1	7%	-2%	5%	-24%	-1%	15%	-3%	?	-4%
Cc1ccc(C(c2sc3nc(C)nn3c2O)N2CCN(c3ccc(F)cc3)CC2)cc1 (configuration not stated)	-39%	2%	27%	-16%	-8%	18%	0%	20%	0%
O=C(O)CCCc1nc(-c2ccc(Cl)cc2)no1	5%	-8%	-1%	-26%	?	31%	-7%	-4%	-2%
CC(=O)Oc1ccccc1N(C(C)=O)S(=O)(=O)c1ccc2ccccc2c1	-9%	2%	0%	-22%	-24%	-17%	0%	-3%	-6%
O=C(NCCc1ccccc1)c1ccc(CS(=O)(=O)Cc2ccccc2F)o1	-8%	i	-3%	-8%	8%	24%	0%	14%	-3%
Cc1ccc(CCNC(=O)c2ccc3c(c2)N(Cc2cccc(C)c2)C(=O)c2ccccc2S3(=O)=O)cc1	-1%[59 µM]	6%	5%	-17%	-24%	29%	10%	-2%	-9%

Structures listed above marked active in JMJD2A Tudor.
SMILES	G9a block	PGK inhibitor	GLS inhibitor	JMJD2A Tudor	BAZ2B block	HP1b binding inh	Pin1 inhibitor	Pol iota inh	BLM inh
CCOC(=O)C1CCN(C2=C(NS(=O)(=O)c3ccc(Cl)cc3)C(=O)c3ccccc3C2=O)CC1	4.5µM*	-8%	34%[activator]	11µM*	8.9µM*	?	?	-3%	-13%
Cc1ccc(-c2csc(Nc3ccc(C(=O)O)cc3)[n+]2Cc2ccccc2)cc1	15%	-4%	11%	40µM*	-38%	-26%	3%	?	-3%

Next section
SMILES	G9a block	PGK inhibitor	GLS inhibitor	JMJD2A Tudor	BAZ2B block	HP1b binding inh	Pin1 inhibitor	Pol iota inh	BLM inh
Cn1c(N/N=C2\CCCc3ccccc32)nc2c1c(=O)n(Cc1ccccc1)c(=O)n2C	-4%[59 µM]	0%	-14%	-10%	2%	22%	2%	14%	-5%
COC(=O)[C@@H](NC(=O)Nc1ccc2c(c1)OCCO2)C(C)C	-5%	-4%	2%	-5%	-5%	42%[activator]	4%	12%	-3%
COc1ccccc1N1CCN(/N=C\c2sccc2C)CC1	16µM*	-4%	1%	?	13µM*	-25%	3%	8%	-5%
Cc1cccn2c(=O)c(/C=C(\C#N)c3nc4ccccc4[nH]3)c(Oc3ccc(C(C)(C)C)cc3)nc12	11%[59 µM]	-9%	18%	2%	1%	58%[activator]	-1%	9%	2%
O=c1[nH]nc(Cc2ccc([N+](=O)[O-])cc2)c2ccccc12	-21%	-4%	0%	-25%	-21%	-15%	5%	115%[activator]	-5%
CCn1c(C)c(C)c2cc(C(=O)NCCCN3CCCC3)ccc21	56µM*	-6%	2%	50µM*	-18%[57.1 µM]	3%	?	-17%	-6%
O=C(NCc1ccc2c(c1)OCO2)c1ccc(CSCc2ccccc2Cl)o1	-3%[59 µM]	i	-1%	-10%	-2%	14%	6%	-13%	-4%
Cc1ccc(CN2CC(C(=O)NC3CCCC(C)C3C)CC2=O)cc1 (configuration not stated)	-1%[59 µM]	-2%	-4%	-12%	-5%	31%	-7%	33%	/
CCC1CCC(C(=O)NNC(=O)c2cc(-c3ccco3)[nH]n2)CC1 (configuration not stated)	14µM*	-6%	-1%	-19%	?	19%	39%[activator]	14%	-10%
CC(=O)C1=C(O)C(=O)N(c2ccccn2)C1c1cccc(F)c1 (configuration not stated)	45µM*	-6%	?	-11%	?	29%	-9%	28%	3%
CCOc1ccccc1C(=O)Nc1nn[nH]n1	25µM*	-7%	1%	56µM*	50µM*	?	-12%	14%	1%
CCc1ccc(-c2nc(SCC(=O)N(CCOC)c3c(N)n(Cc4ccccc4)c(=O)[nH]c3=O)n[nH]2)cc1	?	-5%	0%	-6%	-16%	20%	3%	10%	-2%
Cc1ccn2c(Nc3ccc(C(C)C)cc3)c(-c3cccs3)nc2c1	?	8%	0%	-20%	-7%	22%	3%	5%	-4%
